High-throughput results as filed in PubChem BioAssay.
Pin1 inh – qHTS Assay to Find Inhibitors of Pin1 | Potency, µM (titrated, usually from 115 µM), for inactives: top-dose activity, negative = inhibition, usual class: inhibitors | 390,000 tested, 0.009% active | Peptidyl-prolyl cis-trans isomerase NIMA-interacting 1 (Homo sapiens), Q13526 | AID 504891, 2011 | Pin1 FP peptide displacement, HiFluor488, 10 min; active = well fitted inhibition curve with a large enough effect in the polarisation, with a control signal flat, not every such curve was filed as active; inconclusive = small, poorly fitted or top-dose-only effect, or effect the other way, or a change in a side signal; inactive = no such curve, though single readings can be large or run the other way; the % refers to the polarisation; also: % is scaled to controls: 0 for no effect and ±100 for the full control effect
G9a inh – qHTS Assay for Inhibitors of Histone Lysine Methyltransferase G9a. Histone-lysine N-methyltransferase EHMT2 (Homo sapiens), Q96KQ7. G9a H3K9 monomethylation, AlphaScreen, 2 h. Potency, µM (series often up to 102 µM), without a hit: at the highest dose activity, negative = inhibition, most hits filed as inhibitors. 350,000 tested, 8.8% active. AID 504332, 2011; also: % is scaled to controls: 0 for no effect and ±100 for the full control effect; nearly all actives have a fitted effect of over 75% in size
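AlphaScreen read-out: biotin-H3K9 peptide (500 nM) methylation by 20 nM enzyme with 20 uM SAM, 2 h at room temperature after 15 min compound preincubation; anti-monomethyl H3K9 antibody plus donor/acceptor beads, 10 min dark.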
JMJD2A Tudor – qHTS Assay for Inhibitors of JMJD2A-Tudor Domain; Lysine-specific demethylase 4A (Homo sapiens), O75164; AlphaScreen JMJD2A-Tudor / H3K4me3 peptide binding; Potency, µM (top dose mostly 114 µM), inactives show at the highest dose activity change, negative = inhibition, actives largely listed as inhibitors; 390,000 tested, 4.4% active; also: % is scaled to controls: 0 for no effect and ±100 for the full control effect; nearly all actives have a fitted effect of over 50% in size
BAZ2B inh – qHTS Assay for Inhibitors of BAZ2B. AID 504333, 2011. 360,000 tested, 4.4% active. AlphaScreen BAZ2B-H3K14Ac peptide displacement. Potency, µM (titrated, usually from 114 µM), without a hit: at the top dose activity change, negative = inhibition, hits mostly inhibitors; also: % is scaled to controls: 0 for no effect and ±100 for the full control effect; nearly all actives have a fitted effect of over 60% in size
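BAZ2B (50 nM) with biotin-H3(5-23)K14Ac peptide (50 nM) in PBS pH 7.4, 0.01% Tween-20, preformed 30 min, then compound 30 min at room temperature; top concentration 110uM. AlphaScreen streptavidin donor/nickel chelate acceptor beads (10 ug/mL final), 20 min dark, signal read.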
BLM helicase inh – qHTS Assay for Inhibitors of Bloom's syndrome helicase (BLM); RecQ-like DNA helicase BLM (Homo sapiens), P54132; recombinant BLM DNA unwinding, fluorescence dequenching; Potency, µM (top dose mostly 56.1 µM), for the others: top-dose activity change, negative = inhibition, hits mostly inhibitors; 350,000 tested, 0.2% active; AID 2528, 2010;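 also: plate controls were vehicle for no effect and no enzyme for full effect; nearly all actives have a fitted effect of over 35% in size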
HP1b binding inh – HTS for Inhibitors of HP1-beta Chromodomain Interactions with Methylated Histone Tails | AlphaScreen HP1-beta / biotin-H3K9me3 peptide binding | Potency, µM (doses to about 114 µM), inactives show at the highest dose activity change, negative = inhibition, hits mostly inhibitors | 390,000 tested, 0.56% active; also: nearly all actives have a fitted effect of over 70% in size; inactives centre near 23
Target sequence (P83916 whole entry, looked up): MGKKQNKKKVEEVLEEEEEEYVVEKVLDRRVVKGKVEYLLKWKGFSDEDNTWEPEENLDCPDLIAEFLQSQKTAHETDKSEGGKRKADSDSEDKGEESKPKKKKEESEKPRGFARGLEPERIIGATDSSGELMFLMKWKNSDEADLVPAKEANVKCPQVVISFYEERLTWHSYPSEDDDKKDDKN
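HP1-beta protein (50 nM final) preincubated 30 min at room temperature with biotinylated H3(1-18)K9me3 peptide (50 nM) in PBS pH 7.4, 0.01% Tween-20, then compound added for 30 min. AlphaScreen streptavidin donor/nickel chelate acceptor beads (10 ug/mL final), 30 min dark, luminescence read.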
GLS inh – qHTS for Inhibitors of Glutaminase (GLS). GLS enzymatic activity, qHTS titration. Potency, µM (top dose mostly 45.5 µM), without a hit: at the top dose activity change, negative = inhibition, actives largely listed as inhibitors. AID 624170, 2012. 410,000 tested, 0.21% active; also: % is scaled to controls: 0 for no effect and ±100 for the full control effect
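hKGA; 45 mM KH2PO4 pH 8.2 + 0.02% Tween-20; cpd via pin tool; 1 mM Gln soln; GluOx/HRP/Amplex Red; RT 30 min; fluor. t0 & final.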
Pol iota inh – qHTS for Inhibitors of Polymerase Iota; DNA polymerase iota (Homo sapiens), Q9UNA4; Pol iota fluorescent replication assay, 10 min; Potency, µM (doses to about 115 µM), without a hit: at the top dose activity, negative = inhibition, hits mostly inhibitors; 390,000 tested, 1% active; AID 588590, 2011
Target sequence (Q9UNA4 whole entry, looked up): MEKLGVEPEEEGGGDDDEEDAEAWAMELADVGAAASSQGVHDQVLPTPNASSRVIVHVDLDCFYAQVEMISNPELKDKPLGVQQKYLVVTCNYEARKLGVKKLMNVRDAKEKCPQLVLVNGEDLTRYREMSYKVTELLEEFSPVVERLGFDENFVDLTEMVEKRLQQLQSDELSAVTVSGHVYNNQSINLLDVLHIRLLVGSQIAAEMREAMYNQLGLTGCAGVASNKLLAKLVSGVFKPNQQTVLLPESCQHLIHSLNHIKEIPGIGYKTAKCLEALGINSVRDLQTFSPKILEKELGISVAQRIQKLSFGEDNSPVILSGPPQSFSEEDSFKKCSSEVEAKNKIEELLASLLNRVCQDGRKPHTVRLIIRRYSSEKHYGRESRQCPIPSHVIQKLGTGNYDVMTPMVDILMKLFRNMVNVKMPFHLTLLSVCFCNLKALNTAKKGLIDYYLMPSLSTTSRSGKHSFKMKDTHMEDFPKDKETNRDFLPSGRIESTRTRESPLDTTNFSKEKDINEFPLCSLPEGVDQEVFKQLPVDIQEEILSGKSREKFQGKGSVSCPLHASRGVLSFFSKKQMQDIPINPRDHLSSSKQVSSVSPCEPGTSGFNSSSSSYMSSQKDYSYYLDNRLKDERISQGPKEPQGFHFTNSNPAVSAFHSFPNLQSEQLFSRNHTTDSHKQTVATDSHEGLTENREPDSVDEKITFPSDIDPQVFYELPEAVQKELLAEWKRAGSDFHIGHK
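Pol iota at 10 nM preincubated 15 min with compounds at room temperature; reaction started with fluorescent substrate, 50 nM final. Fluorescence read kinetically at 0 and 10 min; buffer-only wells as negative control.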
PGK inhibitor – qHTS Assay to Find Inhibitors of Phosphoglycerate Kinase; Phosphoglycerate kinase, glycosomal (Trypanosoma brucei brucei), P07378; PGK/GAPDH coupled, Kinase-Glo luminescence, 60 min; Potency, µM (series often up to 57.5 µM), without a hit: at the top dose activity change, negative = inhibition, actives largely listed as inhibitors; 380,000 tested, 0.043% active; AID 602233, 2012; also: % is scaled to controls: 0 for no effect and ±100 for the full control effect; nearly all actives have a fitted effect of over 60% in size
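Recombinant glycosomal PGK reaction used 1,3-bisphosphoglycerate generated in-well by GAPDH (100nM final) in 100mM TEA pH 7.6, 5mM MgCl2, 0.01% Tween-20. After 60 minutes at room temperature, ATP was read by Kinase-Glo Plus luminescence end-point.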
* = called active by the depositor; i = inactive; ? = inconclusive; · = no result given; & = joins results of further samples; [ ] = another dose, or the depositor's remark. Unless noted, calls follow the shape of the dose curve; as a rule, active = well fitted curve in the direction sought with a large enough effect; inconclusive = small, poorly fitted or top-dose-only effect, or another doubt; inactive = no such curve, though single readings can be large; an effect the other way counts as inactive or inconclusive. Potency is read from the fitted curve at half-maximal effect.

SMILES	Pin1 inh	G9a inh	JMJD2A Tudor	BAZ2B inh	BLM helicase inh	HP1b binding inh	GLS inh	Pol iota inh	PGK inhibitor
O=C1C2C3c4ccccc4C(c4ccccc43)C2C(=O)N1c1cccnc1 (centres undefined)	2%	?	-13%	-2%	0%	10%	3%	14%	-4%
CCCS(=O)(=O)c1c(Nc2ccccc2C)sc(C(=O)c2ccccc2)c1N	41%[activator]	?	?	-31%	-10%	-1%	-1%	-16%	-9%
COC(CNC(=O)c1ccc2nc3ccccc3c(=O)n2c1)OC	-5%	0%	-2%	0%	-1%	66%[activator]	-3%	5%	-7%
Cc1ccc(C(=O)COC(=O)c2cc(Cl)nc3ccccc23)cc1C	11%	2%[59 µM]	8%	-5%	-5%	54%	3%	-6%	i
Cc1ccc(-c2nc3cc(C)ccc3o2)cc1	8%	4%[12.7 µM]	3%	-1%	-2%	46%[activator]	-9%	10%	-8%
CN(CC(=O)Nc1ccc(Cl)c(S(=O)(=O)N2CCOCC2)c1)C(=O)c1cccs1	-11%	3%[12.7 µM]	-4%	-20%	·	28%	22%	23%	4%
C=CCOC(=O)C1=C[C@@H](c2ccccc2)[C@H](CCCO)[C@@H](OCC)O1	-18%	·	-11%	-12%	-3%	42%[activator]	3%	-17%	-5%
O=C(CC1C(=O)NCCN1Cc1ccc(-c2ccccc2)cc1)NCCOc1cccnc1 (centres undefined)	-4%	50µM*	-28%	-9%	1%	11%	1%	3%	i
CC(=O)Nc1ccc(S(=O)(=O)N2CCN=C2SCc2cccnc2)cc1	2%	17%	3%	9%	-4%	35%	-1%	15%	-9%
COc1ccc(C2/C=C\CN(C(=O)C3CCCC3)CC(=O)N2Cc2ccc(F)cc2)cc1 (centres undefined)	4%&0%	16%[59 µM]	-19%&-20%	-18%	-8%&1%	64%&38%[activator]	6%	9%&-13%	2%
O=C(Cc1ccccc1)Nc1ccccc1C(=O)Nc1ccc(C(=O)O)cc1	1%	?	4%	4%	-3%	43%	1%	52%[activator]	-8%
S=c1[nH]nc(-c2ccco2)n1/N=C/c1ccc(Br)s1	?	?	28µM*	71µM*	-7%	-16%	-23%	8%	-9%
O=C(N[C@H]1C/C=C\C[C@H](CC(=O)N(CCO)Cc2ccccc2)C(=O)NC[C@H](c2ccccc2)OC1=O)OCC1c2ccccc2-c2ccccc21	2%	·	-9%	·	·	67%[activator]	-1%	-17%	-5%
CC(C)(C)Cc1nnc(NC(=O)c2ccc([N+](=O)[O-])cc2)s1	0%	-5%	-12%	-1%	-5%	32%[activator]	13%	19%	4%
COc1ccc(-c2nnn(CC(=O)NCCc3ccc(OC)c(OC)c3)n2)cc1	0%	2%	-3%	-15%	-6%	34%	-14%	4%	i
COc1ccc(NC(=O)N2CCCC2C(=O)Nc2ccc(C)cc2C)cc1 (centres undefined)	-2%	20%	0%	-16%	-1%	57%[activator]	10%	43%[activator]	1%
O=C(Cc1ccccc1)Nc1sc2c(c1C(=O)Nc1ccccc1Cl)CCCCC2	-4%	-40%[59 µM]	-2%	-14%	-3%	32%	-2%	16%	0%
Cc1ccc(S(=O)(=O)N/N=C/c2c(C)nn(-c3ccccc3)c2C)cc1	3%	-26%[59 µM]	-14%	-20%	-6%	8%	22%	13%	2%
CC(=O)Nc1ccc(NC(=O)C2CCC(CNS(=O)(=O)c3cccc4nsnc34)CC2)cc1 (centres undefined)	3%	-8%	-15%	-17%	-4%	22%	-2%	0%	-6%
CC(C)c1ccc(NC(=O)C2CCCN(S(=O)(=O)c3cnc[nH]3)C2)cc1 (centres undefined)	3%	6%	-6%	-4%	2%	80%[activator]	-5%	17%	-3%
CCOC(=O)Cn1cc(C=O)c2ccccc21	-22%	20%[59 µM]	20%	13%	0%	29%	·	3%	i
CC(C)(C)N(Cc1ccccc1)C(=O)c1ccncc1	3%	0%	-14%	1%	1%	12%	13%	-14%	1%
O/N=C/c1ccc(OCc2ccccc2)c(Cl)c1	-4%	17%[59 µM]	2%	1%	-7%	47%[activator]	-8%	-9%	-4%
CCCCn1c(=O)c(CC(C)=O)nc2ccccc21	44%[activator]	-8%	-8%	-4%	3%	35%	-4%	53%[activator]	2%
O=C(c1ccco1)N1CCN(C(c2ccc(F)cc2)c2nnnn2Cc2cccs2)CC1 (centres undefined)	?	?	-35%	?	-8%	17%	1%	?	17%
CC1(C)NC(=O)N(CC(O)Cn2nnc3ccccc32)C1=O (centres undefined)	0%	?	12%	-1%	-5%	29%	-7%	-12%	-6%
CCOc1cc(/C=C(\C#N)C(=O)NCc2cccnc2)ccc1O	2%	3%	5%	1%	-2%	59%[activator]	-7%	47%[activator]	·
O=S1(=O)NC(=NCc2ccccc2)c2ccccc21	-11%	0%[59 µM]	1%	-6%	-3%	27%	10%	32%[activator]	-3%
COc1cccc(CNC(=O)c2nn(C)c3c2CS(=O)(=O)c2ccccc2-3)c1	-5%	-2%[59 µM]	2%	-9%	1%	29%	1%	18%	-4%
CC(=O)N1CCC(N(Cc2ccco2)C(=O)Nc2cccc(C)c2)CC1	-5%	7%[59 µM]	4%	5%	-1%	49%[activator]	-10%	-7%	-6%
Cn1c(Cc2ccccc2)nnc1SCC(=O)Nc1ccc(N2CCOCC2)cc1	-3%	-9%	?	-11%	-3%	9%	-6%	135%[activator]	-1%
COc1ccc(Nc2ccc(S(=O)(=O)N3CCCCC3)cc2[N+](=O)[O-])cc1Cl	1%	7.1µM*	5.6µM*	8.9µM*	3%	?	6%	19%	1%
CCn1ccc(C(=O)NC2CCCC2)n1	-5%	5%	-25%	1%	-3%	25%	0%	13%	-10%
Cc1cc(NC(=O)CSc2nnc(CNC(=O)c3cccc(C(F)(F)F)c3)o2)no1	-1%	·	-24%	8%	-2%	22%	1%	-7%	i
Cc1nc(N2CCCCC2)sc1C(=O)c1ccc(SCCO)c([N+](=O)[O-])c1	4%	40µM*	13µM*	40µM*	-5%	?	?	71%[activator]	15%
Cc1ccc(SCCNC(=O)c2ccc(C)c([N+](=O)[O-])c2)cc1	8%	29%[0.501 µM]	-20%	-31%	-5%	23%	-2%	1%	i
CN(CCOc1ccccc1)CCOc1ccccc1	-8%	11%	-27%	-22%	-5%	-19%	-2%	43%[activator]	i
COc1ccccc1C1c2[nH]c3ccccc3c2C[C@H]2C(=O)N(C3CCN(Cc4ccccc4)CC3)CC(=O)N12 (some centres undefined)	31%[activator]	9%[2.33 µM]	?	?	-10%	3%	2%	15%	13%
CCn1cc(C2=NCC(C)O2)c2ccccc21 (centres undefined)	5%	-13%[12.7 µM]	-9%	7%	-6%	8%	-1%	0%[58.9 µM]	-7%
CCCCOC(=O)c1ccc(NC(=O)COC(=O)CSc2nc(C)cc(C)n2)cc1	-1%	18%[59 µM]	-14%	1%	-7%	31%	9%	0%	-2%
Cc1cccc(NC(=O)/C(C#N)=C\c2ccc(C(=O)O)cc2)c1	-8%	-46%	5%	-18%	-5%	33%	-24%	?	3%
CCCc1c(C)[nH]c2nc3ccccc3n2c1=O	9%	17%	-6%	-3%	-2%	14%	?	74%[activator]	-8%
COc1ccc(C(=O)N2CCCN(C)CC2)c(OC)c1	9%	7%	-8%	-6%	3%	35%	1%	25%	-7%
Cc1oc(-c2ccccc2Cl)nc1CN1CCCCC1c1cccnc1 (centres undefined)	8%	?	-13%	?	-1%	40%[activator]	-4%	41%[activator]	i
COc1cccc(NC(=O)CN(C)C(=O)CSc2nc(C)cc(C)n2)c1	4%	4%[12.7 µM]	-5%	-2%	·	57%[activator]	-7%	0%	-7%
CCc1ccc(CNC(=O)CCn2nc(C)c3c(C)n(-c4ccccc4)nc3c2=O)cc1	-4%&-7%	-23%[59 µM]	-32%&-18%	-20%&-11%	-1%&1%	52%&11%[activator]	0%&-1%	-5%&14%	0%
NC(=O)C1(N2CCCCC2)CCN(C(=S)Nc2ccccc2)CC1	-8%	3%[59 µM]	-6%	13%	-3%	39%[activator]	11%	22%	-20%
C#CCOCCOCCOCCNc1nc(N2CCN(C(=O)CCCCCCCCCCNC(=O)Cn3cc(C[C@@H](C)O)nn3)CC2)nc(N2CCN(C(=O)CCCCCCCCCCNC(=O)[C@H](CCCCN)n3cc(C[C@@H](C)CC)nn3)CC2)n1	131%[activator]	-49%[12.7 µM]	79µM*	?	·	?	?	?	-8%
Cc1ccc2scc(N3CCN(c4ccccc4)CC3)c(=O)c2c1	-3%	?	45µM*	?	-4%	-5%[57 µM]	29%	5%	-3%
COC(=O)c1[nH]c2cccc(Cl)c2c1NC(=O)CN(C)C1CCCCC1	-6%	-22%	-6%	-7%	0%	12%	14%	2%	i
CC1CCCCN1C(=O)CSc1nnc(-c2c[nH]c3ccccc23)o1 (centres undefined)	-4%	?	-22%	-31%	-11%	7%	1%	17%	·
O=C(NN=C1CCCC1)c1ccccc1[N+](=O)[O-]	1%	·	-5%	-1%	-1%	48%[activator]	-1%	25%	7%

Some of the compounds tested. The share of hits here may be higher or lower than overall.
